LGR2 antag = blocks bursicon-induced cAMP signaling via Drosophila LGR2; HEK293 LGR2, CRE-luciferase, bursicon-stimulated, 4 h; inhibition, % at 9.99 µM; actives 0.35% (n = 380,000); AID 720647;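 active means drop in luminescence signal, shown as inhibition above about 50% in the replicate tests, limit read from the data, passing the limit was not always enough; inconclusive means probably only some replicates passing the limit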;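 further: agonist challenge used bursicon conditioned medium at about half maximal strength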
SIRT5 block = blocks human SIRT5 desuccinylation of peptide | Q9NXA8 | Purified SirT5, succinyl-peptide AMC, trypsin-coupled fluorescence | inhibition, % at 15 µM | actives 1.1% (n = 330,000); in the data active means inhibition above about 15%; inconclusive means no clear call, values can overlap the other calls
Target sequence (Q9NXA8 whole entry, looked up): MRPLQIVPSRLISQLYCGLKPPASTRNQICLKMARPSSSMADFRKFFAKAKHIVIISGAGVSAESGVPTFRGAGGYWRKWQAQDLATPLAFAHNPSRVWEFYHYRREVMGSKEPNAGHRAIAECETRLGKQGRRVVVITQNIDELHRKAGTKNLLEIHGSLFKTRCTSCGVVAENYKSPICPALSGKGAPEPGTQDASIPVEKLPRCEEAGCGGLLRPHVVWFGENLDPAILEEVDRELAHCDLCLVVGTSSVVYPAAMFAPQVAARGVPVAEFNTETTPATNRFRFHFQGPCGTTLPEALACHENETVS
S100A4 MyoIIA = blocks human S100A4 binding to myosin IIA peptide. P26447. AID 652163. inhibition, % at 10.7 µM. S100A4/TAMRA-MyoIIA peptide fluorescence polarization. actives 0.14% (n = 360,000);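 active means mean inhibition of at least 70% across replicates, with every replicate also reaching that level; inconclusive means mean inhibition reaches 70% but some replicates fall short; inactive means mean inhibition below 70%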
Target sequence (P26447 whole entry, looked up): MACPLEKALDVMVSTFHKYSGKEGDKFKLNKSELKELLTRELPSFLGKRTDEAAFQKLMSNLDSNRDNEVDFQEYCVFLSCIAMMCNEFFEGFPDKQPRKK
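System – human S100A4 monomer protein, biochemical binding assay · Buffer or medium – Calcium-containing HEPES buffer, pH 7.2 · Timing – 5 min between mix addition and reading · Also added – TAMRA-labelled myosin IIA heavy-chain peptide probe, 5 nM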
CASP6 VEID inh = inhibitors of human caspase-6 | purified caspase-6, Z-VEID-R110 cleavage fluorescence | AID 686996 | actives 0.53% (n = 350,000) | P55212 | inhibition, % at 12.5 µM;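 active means mean inhibition across replicates at least about 35%, with every replicate also reaching that limit, limit read from the data; inconclusive means only one of the two criteria met; inactive means neither criterion met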;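 further: 0% = median of neutral control wells and 100% = no fluorescence left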
Target sequence (P55212 24-179 limits assumed): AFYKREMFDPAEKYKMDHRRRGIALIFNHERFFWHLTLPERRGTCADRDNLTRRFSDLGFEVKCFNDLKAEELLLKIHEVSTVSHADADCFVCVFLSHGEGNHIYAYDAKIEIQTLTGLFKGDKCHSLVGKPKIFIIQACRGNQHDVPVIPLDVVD
Target sequence (P55212 194-293 limits assumed): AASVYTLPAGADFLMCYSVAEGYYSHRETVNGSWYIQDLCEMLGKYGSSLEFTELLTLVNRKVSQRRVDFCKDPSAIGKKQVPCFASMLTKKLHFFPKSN
esBAF inh = SWI/SNF esBAF complex inhibition. mouse ES cells, Bmi1-luciferase knock-in reporter, 24 h; 100% = twice the neutral-well signal. reporter increase, % at 12.5 µM. actives 2% (n = 350,000); in the data active means activation above about 40%; inconclusive means no clear call, values can overlap the other calls;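 further: 0% = median of the plate's neutral control wells and 100% = double that signal; a rise in the Bmi1 reporter signal indicates esBAF inhibition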
Statin myotox sup = suppression of simvastatin myotoxicity | actives 0.78% (n = 330,000) | rescue of ATP level, % at 7.49 µM | C2C12 myotubes + simvastatin, ATP luminescence, 48 h; scaled: DMSO 0, geranylgeraniol control 100;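 active means mean ATP rescue above about 67%, or every replicate alone reaching that limit, limit read from the data, passing the limit was not always enough; inconclusive means no clear call, values can overlap the other calls; inactive means mean under the limit and some replicate under it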;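 further: myotubes were challenged with 10 µM simvastatin during compound exposure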
FN deposit inh = fibronectin deposition inhibition; inhibition, % at 12.6 µM; AH1F fibroblasts, Alexa488-fibronectin deposition fluorescence, overnight; actives 0.086% (n = 350,000);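 active means mean inhibition across replicates of 30% or more, regardless of how many single replicates reach that level; inconclusive means mean under 30% yet at least half of replicates reach 30%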;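 further: positive control wells lacked labelled fibronectin entirely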
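Material – AH1F fibroblast monolayer, labelled fibronectin deposition · Reagent – labelled fibronectin 24 nM · Timing – 1 h adhesion, overnight exposure · Measured by – fluorescence at 485 nm excitation, 525 nm emission · Read-out – inhibition of fibronectin deposition signal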
The depositor's hits bear a star; ? = inconclusive; / = not tested or not shown. An excerpt, so the mix of outcomes need not match the whole.

#	SMILES	LGR2 antag	SIRT5 block	S100A4 MyoIIA	CASP6 VEID inh	esBAF inh	Statin myotox sup	FN deposit inh
1	COc1ccc2c(c1)CCc1cc(C(=O)O)sc1-2	3	-172	2	16	-2	6	9
2	Cc1cccc(N/C(N)=N/c2nc(C)c(Cc3ccccc3)c(=O)[nH]2)c1	4	-3	-1	-4	/	/	-2
3	Nc1nc(Cl)cc(N2CCC(c3cc(-c4ccc(Cl)cc4Cl)n[nH]3)CC2)n1	/	/	/	/	-13	30	-2
4	Cc1ccc(/C=N/NC(=O)CCCOc2ccc(Cl)cc2Cl)cc1[N+](=O)[O-]	8	/	/	/	-2	27	/
5	C[C@@H]1CN([C@@H](C)CO)C(=O)c2cc(-c3cccc(C(=O)N(C)C)c3)cnc2O[C@H]1CN(C)S(=O)(=O)c1ccc(F)cc1	5	3	0	2	20	7	/
6	O=c1oc2c3c(nn2c2ccccc12)CCCC3	-11	0	-4	-4	6	4	-2
7	CC(C)n1c(SCC(=O)Nc2ccccc2)nc2c1c(=O)[nH]c(=O)n2C	-15	0	3	-1	/	/	2
8	O=C1NC(=NCc2ccccc2)NC1(c1ccccc1)c1ccccc1	4	/	2	-3	/	101*	0
9	O=C(O)c1cccc(CSc2nnc(Cc3ccccc3)o2)c1	/	/	/	/	-6	-1	7
10	CC(O)(c1cccnc1)c1nc(-c2ccoc2)cs1 (configuration not stated)	-17	-2	-2	1	6	-1	-3
11	CC(=O)c1ccc(NC(=S)NNC(=O)c2ccccc2[N+](=O)[O-])cc1	-4	0	5	0	/	/	-6
12	CCOC(=O)c1c(CN(C)C)n(-c2ccccc2)c2cc(Br)c(O)cc12	-11	7	-3	0	/	/	-5
13	CCCOC(=O)c1[nH]c2c(c1C)C(=O)CC(c1cccs1)C2 (configuration not stated)	/	/	/	/	-12	-64	-8
14	CCOc1ccc(N2C(=O)c3ccccc3C2=O)cc1	/	/	/	/	43*	3	-7
15	S=c1[nH]nc(C2CC2c2ccc(Cl)cc2)n1-c1ccc(Cl)cc1 (configuration not stated)	-3	6	0	4	/	/	1
16	COCCNC(=O)CC(=O)N/N=C/c1cccc(C(=O)OC)c1	-4	2	1	1	/	/	/
17	Cc1cccc2nc3ccccc3cc12	-2	-3	-2	2	11	-9	8
18	O=C(NCCc1ccccc1Cl)c1ccc2nc3ccccc3c(=O)n2c1	7	0	-11	-5	4	-13	-1
19	COc1cccc(-c2csc(N3CCN(CC(=O)NNC(=O)c4ccc(Cl)cc4)CC3)n2)c1	-1	1	-1	-3	2	24	/
20	COC(=O)C[C@@H]1CC[C@H]2[C@@H](COc3ccc(NC(=O)c4ccccc4F)cc3C(=O)N2C)O1	-9	-3	5	-2	1	7	-12
21	C[C@@H]1CN([C@H](C)CO)C(=O)CCCn2cc(nn2)CO[C@H]1CN(C)C(=O)NC1CCCC1	9	2	2	0	-4	-1	1
22	CN(C)CC(=O)N[C@H]1CC[C@@H](CCn2cc(CN(C)C)nn2)O[C@@H]1CO	1	0	12	-3	-2	-3	/
23	C=CCn1c2ccccc2c(=O)c2cc(C#CC3(O)CCCCC3)ccc21	?	/	0	1	3	-46	-2
24	CCC1=C(OC(=O)N(CC)CC)N2C(=O)OC(=NCCc3c[nH]c4ccccc34)[C@]2(C)[C@H]2C1=CC[C@H]1C(=O)N(CC(=O)OC)C(=O)[C@H]12	0	/	/	/	10	6	-6
25	O=C(CSc1nccn(-c2ccc(Br)cc2)c1=O)NCc1ccccc1	6	-8	-7	2	1	7	-6
26	C[C@@H]1CCCCO[C@@H](CN(C)C(=O)Nc2ccc(F)cc2)[C@@H](C)CN([C@H](C)CO)C(=O)c2cc(NC(=O)C3CCCCC3)ccc2O1	4	14	-9	-5	-5	/	/
27	C=CC[C@@H](CC(=O)OC(C)(C)C)C(=O)OC[C@H]1CCCN1C(=O)[C@@H](CC=C)CC(=O)N[C@H](CO)Cc1ccccc1	-9	4	-3	-1	0	11	0
28	CC1CN(C(=O)c2cc3c(=O)n4ccccc4nc3n2C)CC(C)O1 (configuration not stated)	7	-63	2	2	-7	4	36*
29	Cn1cc(Cc2ccc(C(=O)N3CCN(Cc4ccccc4)CC3)cn2)c2ccccc21	8	-6	10	0	-4	8	6
30	O=C(c1cc2c(s1)-c1ccccc1OC2)N1CCN(c2ccccc2)CC1	-9	-5	1	2	-1	4	2
31	CN(C)CCCNC(=O)c1cc(Br)ccc1O	-14	/	-5	-7	/	/	3
32	COCCCNc1ccn2nc(-c3cccc(Cl)c3)cc2n1	-71	/	-2	0	-1	-11	3
33	O=C(NCc1ccccc1)c1ccc(OCC2CCCO2)cc1 (configuration not stated)	-15	-3	4	0	/	/	-3
34	COc1ccc(OC)c(-c2cc(C3CCN(C(=O)OC(C)(C)C)CC3)[nH]n2)c1	-7	-3	2	2	7	-1	-6
35	CC(=O)c1ccc(NC(=O)c2c(C)nn(-c3ccccc3)c2Cl)cc1	-19	-1	1	-2	36	-7	-4
36	CCCC(=O)Nc1ccc2c(c1)C(=O)N(C)C[C@@H](OC)[C@@H](C)CN(C(=O)c1cnccn1)[C@@H](C)CO2	4	-5	12	-1	-2	-7	0
37	C[C@H]1CN([C@@H](C)CO)C(=O)c2cccc(NC(=O)c3ccncc3)c2O[C@H]1CN(C)C(=O)Nc1ccc(F)cc1	-6	-2	-2	-3	0	11	6
38	CCN(CC(=O)Nc1ccc(OC(F)F)cc1)C1CCCCC1	10	-4	5	1	9	-3	-11
39	O=C(C[n+]1cccc(C(=O)Nc2ccccc2)c1)c1ccc(Cl)cc1	-20	/	-8	-6	/	/	-7
40	Cc1ccnc(SC2CC(=O)N(c3ccc(C(C)C)cc3)C2=O)n1 (configuration not stated)	-14	-2	-5	8	3	-3	4

Given as labelled records: entries from further up.
#22 CN(C)CC(=O)N[C@H]1CC[C@@H](CCn2cc(CN(C)C)nn2)O[C@@H]1CO
  LGR2 antag: 1
  SIRT5 block: 0
  S100A4 MyoIIA: 12
  CASP6 VEID inh: -3
  esBAF inh: -2
  Statin myotox sup: -3
  FN deposit inh: /

#34 COc1ccc(OC)c(-c2cc(C3CCN(C(=O)OC(C)(C)C)CC3)[nH]n2)c1
  LGR2 antag: -7
  SIRT5 block: -3
  S100A4 MyoIIA: 2
  CASP6 VEID inh: 2
  esBAF inh: 7
  Statin myotox sup: -1
  FN deposit inh: -6

#31 CN(C)CCCNC(=O)c1cc(Br)ccc1O
  LGR2 antag: -14
  SIRT5 block: /
  S100A4 MyoIIA: -5
  CASP6 VEID inh: -7
  esBAF inh: /
  Statin myotox sup: /
  FN deposit inh: 3

#33 O=C(NCc1ccccc1)c1ccc(OCC2CCCO2)cc1 (configuration not stated)
  LGR2 antag: -15
  SIRT5 block: -3
  S100A4 MyoIIA: 4
  CASP6 VEID inh: 0
  esBAF inh: /
  Statin myotox sup: /
  FN deposit inh: -3

Going on with the list.
#	SMILES	LGR2 antag	SIRT5 block	S100A4 MyoIIA	CASP6 VEID inh	esBAF inh	Statin myotox sup	FN deposit inh
41	Cc1ccccc1C(=O)Nc1nnc(-c2cccnc2)o1	12	-1	0	0	-6	6	-10
42	Oc1ccc(N2CCN(c3ncnc4sc(-c5ccccc5)cc34)CC2)cc1	-13	-1	-3	-1	/	/	-13
43	O=C(C[C@@H]1C=C[C@H](NS(=O)(=O)c2ccccc2)[C@@H](CO)O1)N1CCN(c2ccccc2)CC1	3	-1	11	/	/	/	/
44	COCC(=O)N(C)C[C@H]1Oc2ncc(C#Cc3ccccc3OC)cc2C(=O)N([C@H](C)CO)C[C@@H]1C	1	/	8	12	5	/	12
45	CCCCn1c(N)c(N(CC(C)C)C(=O)CSc2nnc(-c3ccc(Cl)cc3)o2)c(=O)[nH]c1=O	-7	1	-5	0	-2	24	-6
46	CC(C)(O)C#Cc1cccc(-c2nc(C(=O)O)cc3c2[C@@H](CCO)N(S(=O)C(C)(C)C)C3)c1 (some centres not stated)	15	-8	8	10	/	/	-24
47	O=C(O)CNC(=S)NCc1ccccc1	-1	-3	-2	-3	-6	4	-2
48	Cn1cc(Cl)c(C(=O)NC2CCCCCC2)n1	-8	/	/	/	25	2	1
49	CN(C)C(=O)C[C@H]1C[C@H]2c3cc(NC(=O)NC4CCCC4)ccc3O[C@H]2[C@@H](CO)O1	-6	5	11	9	0	4	-7
50	C[C@H](CO)N1C[C@H](C)[C@H](CN(C)S(=O)(=O)c2cccs2)Oc2ccc(NC(=O)CCCN(C)C)cc2C1=O	-15	6	-12	0	-1	20	/
51	O=C(COC(=O)CCc1c[nH]c(=O)[nH]1)Nc1ccccc1	/	/	/	/	-1	11	5
52	O=C(N/N=C\C=C\c1ccc2c(c1)OCO2)C1COc2ccccc2O1 (configuration not stated)	0	0	2	1	9	-4	-5
53	C[C@H](CO)N1C[C@H](C)[C@@H](CN(C)C(=O)CCC(F)(F)F)OCCCC[C@H](C)Oc2ccc(NC(=O)C3CCCCC3)cc2C1=O	-5	4	-6	1	4	/	-7
54	CCn1c2ccccc2c2cc(NC(C)=O)ccc21	-19	/	/	/	-1	-59	/
55	O=C(COC(=O)c1ccccc1C(=O)c1ccc(Cl)cc1)NCC1CCCO1 (configuration not stated)	11	7	3	-2	/	/	3
56	COc1ccccc1CNC(=O)CCn1c(=O)oc2ccccc21	8	-9	2	-2	2	-5	4
57	CCN1CCN(C(=O)CS(=O)(=O)Cc2nc(-c3ccc(C)cc3)oc2C)CC1	/	-4	-1	-3	-1	-5	6
58	COc1ccc(CCNc2nc(N3CCOCC3)nc(N3CCOCC3)n2)cc1OC	/	/	/	/	-5	-2	-8
59	CCCc1nnc(NC(=O)CCC(=O)NC2CCCc3ccccc32)s1 (configuration not stated)	/	7	-2	0	/	/	-1
60	CC1CCN(C(=O)CSc2nc3c(c(=O)n2C)SC(C)C3)CC1 (configuration not stated)	8	2	-1	-1	-9	5	/
61	O=C(C[C@H]1CC[C@@H]2[C@H](COC[C@H](O)CN2C(=O)c2ccncc2)O1)NCc1ccc(-c2ccccc2)cc1	-30	0	14	1	-10	-16	5

Arranged by length of the SMILES (low to high): some entries from above.
#	SMILES	LGR2 antag	SIRT5 block	S100A4 MyoIIA	CASP6 VEID inh	esBAF inh	Statin myotox sup	FN deposit inh
47	O=C(O)CNC(=S)NCc1ccccc1	-1	-3	-2	-3	-6	4	-2
52	O=C(N/N=C\C=C\c1ccc2c(c1)OCO2)C1COc2ccccc2O1 (configuration not stated)	0	0	2	1	9	-4	-5
50	C[C@H](CO)N1C[C@H](C)[C@H](CN(C)S(=O)(=O)c2cccs2)Oc2ccc(NC(=O)CCCN(C)C)cc2C1=O	-15	6	-12	0	-1	20	/

High-throughput results as filed in PubChem.
